# High-throughput results from PubChem BioAssay.
# UBC13 polyUb: UBC13 polyubiquitin chain formation inhibitors, primary screen, biochemical, TR-FRET, uHTS; 330,000 tested, 0.47% active; Ubiquitin-conjugating enzyme E2 N (Homo sapiens), P61088; AID 485273, 2010; inhibition, % at 20 µM; in the data active = inhibition above about 45%, passing the limit was not always enough
# Target sequence (P61088 whole entry, looked up): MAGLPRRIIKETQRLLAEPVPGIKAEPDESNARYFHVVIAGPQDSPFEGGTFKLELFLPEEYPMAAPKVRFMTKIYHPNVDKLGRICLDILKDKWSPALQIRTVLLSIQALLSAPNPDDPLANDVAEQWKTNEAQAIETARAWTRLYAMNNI
# ATG4B inhibitor: ATG4B protease inhibitors, primary screen, biochemical, fluorescence, uHTS; Cysteine protease ATG4B (Homo sapiens), Q9Y4P1; ATG4B cleavage of LC3-PLA2, NBD-HPC fluorescence, 1 h; inhibition, % at 8.33 µM; 340,000 tested, 0.51% active; in the data active = inhibition above about 40%
# Target sequence (Q9Y4P1 whole entry, looked up): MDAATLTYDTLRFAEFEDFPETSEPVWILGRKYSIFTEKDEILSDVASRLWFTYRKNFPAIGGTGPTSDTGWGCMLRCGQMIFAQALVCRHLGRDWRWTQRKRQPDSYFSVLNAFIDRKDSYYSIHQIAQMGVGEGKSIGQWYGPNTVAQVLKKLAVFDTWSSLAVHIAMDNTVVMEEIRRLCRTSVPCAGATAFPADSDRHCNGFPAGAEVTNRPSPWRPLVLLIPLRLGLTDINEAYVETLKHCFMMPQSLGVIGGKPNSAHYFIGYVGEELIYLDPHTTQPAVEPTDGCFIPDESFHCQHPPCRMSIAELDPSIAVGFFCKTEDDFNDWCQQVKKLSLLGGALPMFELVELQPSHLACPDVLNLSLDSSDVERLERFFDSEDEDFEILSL
# CXCR6 inh: CXCR6 receptor inhibitors, primary screen, cell-based, beta-arrestin, luminescence, CHO-K1 PathHunter, 1536-well; AID 602244, 2012; C-X-C chemokine receptor type 6 (Homo sapiens), O00574; 360,000 tested, 0.36% active; inhibition, % at 20 µM; in the data active = inhibition above about 34%, passing the limit was not always enough;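 also: antagonist mode with CXCL16 agonist at 10 nM final; 0% = 10 nM CXCL16 with DMSO and 100% = unstimulated wells without agonist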
# APJ ag: agonists of human apelin receptor APJ, primary screen, CHO-K1 cells, PathHunter beta-arrestin, luminescence; activation, % at 20 µM; AID 2520, 2010; 330,000 tested, 0.11% active; 0% DMSO wells, 100% apelin;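 active = activation more than six SD over the plate average, tested at 20 µM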;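 also: 0% = DMSO alone and 100% = apelin-13 at 10 nM; some results filed as inactive read as strong as hits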
# Target sequence (P35414 whole entry, looked up): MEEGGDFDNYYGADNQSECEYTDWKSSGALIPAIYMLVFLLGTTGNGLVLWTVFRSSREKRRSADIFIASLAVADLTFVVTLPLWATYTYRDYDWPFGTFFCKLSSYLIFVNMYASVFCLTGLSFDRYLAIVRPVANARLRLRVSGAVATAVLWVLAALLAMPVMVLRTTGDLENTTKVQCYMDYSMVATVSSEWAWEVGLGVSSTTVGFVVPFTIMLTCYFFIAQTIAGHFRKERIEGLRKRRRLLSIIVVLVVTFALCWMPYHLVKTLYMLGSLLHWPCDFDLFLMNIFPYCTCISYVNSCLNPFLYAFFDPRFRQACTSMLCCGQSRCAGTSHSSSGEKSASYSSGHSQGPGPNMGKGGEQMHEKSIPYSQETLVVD
#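 Test system – PathHunter CHO-K1 APJ (AGTRL-1) beta-arrestin reporter cells · Input – 1000 cells/well · Compound – single test compound dose, 20 µM final, 1% DMSO · Times – compound stimulation 90 min at 25 °C, detection 60 min · Technique – beta-gal luminescence · Read-out basis – APJ–arrestin association signal · Control set – negative DMSO alone, positive Apelin-13 at 10 nM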
# CCR6 antag: CCR6 receptor antagonists, primary screen, cell-based, CHO-K1, luminescence, beta-arrestin, uHTS | C-C chemokine receptor type 6 (Homo sapiens), P51684 | CHO-K1 CCR6 PathHunter beta-arrestin, CCL20-stimulated | inhibition, % at 20 µM | 340,000 tested, 0.49% active;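 active = compounds whose inhibition of the agonist-driven luminescence signal at 20 µM reaches about 50%, limit read from the data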;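 also: cells stimulated with CCL20 at 14 nM final; plate controls were DMSO with CCL20 for no effect and DMSO without agonist for full effect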
# Gli-Sufu block: Gli-Sufu pathway antagonists, primary screen, luciferase luminescence, Sufu-KO-LIGHT cells, uHTS. Sufu-KO-LIGHT fibroblasts, Gli luciferase reporter luminescence. inhibition, % at 5 µM. 340,000 tested, 0.74% active. AID 588413, 2011;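 active = inhibition above about 55%, limit read from the data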;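 also: 0% = DMSO-treated cells and 100% = wells with medium but no cells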
# APJ antagonist: antagonists of human apelin receptor APJ, primary screen, CHO-K1 cells, beta-arrestin complementation, luminescence. inhibition, % at 20 µM. 330,000 tested, 0.32% active;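 active = inhibition above about 40% at 20 µM, limit read from the data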;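 also: cells challenged with 10 nM apelin-13 agonist together with compound; plate controls were apelin-13 plus DMSO wells for no effect and DMSO wells lacking apelin-13 for full effect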
# EBI2 block: EBI2 receptor antagonists, beta-arrestin recruitment, primary screen, cell-based, luminescence, 7a,25-OHC stimulation, uHTS | G-protein coupled receptor 183 (Homo sapiens), P32249 | 7a,25-OHC stimulated | 360,000 tested, 0.81% active | inhibition, % at 5 µM; in the data active = inhibition above about 38%;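 also: enzyme fragment complementation signal reports receptor beta-arrestin coupling in cells; 0% = agonist plus DMSO wells and 100% = wells without agonist; some results beyond the cut were filed as inactive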
# Starred values were filed as active, the others as inactive; · = not tested or not shown.
Molecule,UBC13 polyUb,Gli-Sufu block,CXCR6 inh,EBI2 block,APJ antagonist,ATG4B inhibitor,APJ ag,CCR6 antag
CCOc1ccc(-c2nc(-c3ccccc3)no2)cc1OCC,1,-35,-3,15,-39,-1,0,8
Cc1ccc(NC(=O)NNC(=O)c2ccccc2)cc1,16,2,-7,-6,8,-8,-5,-4
CC(=O)N1CCC2(CC1)CC(=O)c1cc(OCC(=O)N3CCCC3)ccc1O2,0,-10,6,3,14,-6,0,6
COc1ccc(CCNCC(O)COc2cccc(C(C)=O)c2)cc1OC (stereo unspecified),1,15,7,-10,11,-2,0,4
COc1ccccc1NS(=O)(=O)c1cccc(NC(=O)c2[nH]c(C)c(C(C)=O)c2C)c1,11,4,-1,5,-2,-17,1,11
COc1ccc(CSc2nncn2N)cc1Br,0,-3,2,-1,-17,-1,4,6
CC(C)Oc1ccc(CCC(=O)N/N=C/c2ccc3c(c2)OCO3)cc1,4,17,-6,30,4,5,-1,10
COc1ccc(-c2cn3ccc(C)cc3n2)cc1,10,-72,-5,-12,-11,-1,1,18
CC1(c2ccc3c(c2)OCO3)NC(=O)N(CC(=O)Nc2ccc(N3CCOCC3)cc2)C1=O (stereo unspecified),-6,-1,-4,-12,4,-20,-2,-8
CNC(=S)NCCN1CCOCC1,7,-5,4,0,-5,6,-3,10
COc1ccc(-c2nn(C)c(=O)c3ccccc23)cc1CNC(=O)C1CCCCC1,0,3,6,-14,2,-2,0,13
CCCOc1cccc(C2C(C(=O)c3cccs3)=C(O)C(=O)N2Cc2cccnc2)c1 (stereo unspecified),-5,-1,-14,-7,5,-11,-1,10

# Retrieved one by one from above, 2 records:
Molecule,UBC13 polyUb,Gli-Sufu block,CXCR6 inh,EBI2 block,APJ antagonist,ATG4B inhibitor,APJ ag,CCR6 antag
CCOc1ccc(-c2nc(-c3ccccc3)no2)cc1OCC,1,-35,-3,15,-39,-1,0,8
CC(=O)N1CCC2(CC1)CC(=O)c1cc(OCC(=O)N3CCCC3)ccc1O2,0,-10,6,3,14,-6,0,6

# Carrying on:
Molecule,UBC13 polyUb,Gli-Sufu block,CXCR6 inh,EBI2 block,APJ antagonist,ATG4B inhibitor,APJ ag,CCR6 antag
Cc1cc(=O)oc2c(C)c(OC(C)C(=O)NC3CCN(Cc4ccccc4)CC3)ccc12 (stereo unspecified),12,33,2,-6,5,0,-4,10
O=[N+]([O-])c1ccc(N2CCN(Cc3ccc(Br)o3)CC2)cc1,-4,40,4,0,7,-1,-4,8
O=C(NCCCCc1ccccc1)c1cccc(NC(=O)C2CCCC2)c1,·,1,5,7,·,1,·,-2
CCCCCC(=O)NC(=S)Nc1ccc(N2CCOCC2)cc1,0,-8,4,-1,-12,-5,-1,21
COc1ccc2c(c1)NC1(O)c3ccccc3C(=O)C21O (stereo unspecified),-3,-9,0,-1,10,-4,-3,-11
COc1ccc(N(CC(=O)Nc2cccnc2)S(=O)(=O)c2ccc(C)cc2)cc1Cl,2,-11,-4,7,14,-8,-2,11
CCN(CC)S(=O)(=O)c1ccc(N2CCCC2)c(NS(=O)(=O)c2ccc([N+](=O)[O-])cc2)c1,-7,6,3,5,-32,9,10,7
Cc1ccc(-c2nc(NC(=O)CSc3ncn[nH]3)ns2)cc1,6,-12,8,-4,3,-3,-3,10
COC(=O)C1(S(=O)(=O)c2cc(Br)cc3c2N(C(C)=O)CC3)CC1,0,-3,-3,-4,21,-2,0,-12
Cn1c(=O)[nH]c(=O)c2[nH]c(NCCCN3CCOCC3)nc21,0,-2,3,-31,12,-5,-14,5
CCCCNC(=O)NC12CC3CC(CC(C3)C1)C2,-10,-11,-8,-8,-1,15,-3,6
Cc1c(Cl)ccc2c1NC(=O)[C@]21N[C@@H](Cc2ccccc2)[C@H]2C(=O)N(c3ccc(F)cc3)C(=O)[C@H]21,8,19,-6,14,-5,-14,3,-6
COc1ccc(-c2cn(CC3CCCCC3)nn2)cc1,-5,-60,0,20,-31,-3,-4,23
COc1cc(-c2ccc3sc(-c4ccsc4)c(C#CCO)c3c2)cc(OC)c1OC,3,3,-11,-2,-5,-3,1,-9
O=C(Nc1cccc([N+](=O)[O-])c1)N1CCc2ccccc2C1,7,-37,5,18,-1,6,-1,29
Cc1ccc(NC(=O)CN(Cc2ccco2)Cc2ccccc2O)cc1C,0,-21,8,20,9,5,0,18
C/C(=N\OCC(=O)O)c1ccc(Cl)cc1,-2,4,4,-15,-13,8,2,11
CCCC(=O)Nc1nn(CC)c2nc3ccc(C)cc3cc12,-2,2,2,0,9,-4,-1,1
CCN(CC)C(=O)/C(=C\c1ccc2c(c1)OCO2)NC(=O)c1ccc(Br)cc1,-16,1,-10,4,-18,-5,-3,4
O=C(CN1CCCC1)Nc1c2c(nc3ccccc13)N(Cc1ccccc1)CC2,6,6,6,5,14,3,-2,12
CS(=O)(=O)c1ccc(Cl)c(NC(=O)COC(=O)c2cccc(C#N)c2)c1,4,-8,-8,-19,-8,-7,1,-14
CC(C)(C)NC(=S)NCc1cccnc1,-13,0,4,-2,7,-2,-5,4
Cc1cc(Cl)ccc1OCCCC(=O)N1CCOCC1,-5,-35,-2,13,17,-6,-2,-3
O=C(CNC(=O)c1ccc2c(c1)OCCO2)N/N=C/c1ccc([N+](=O)[O-])cc1,-1,-26,-12,-1,-6,-3,2,-11
CC(=O)Nc1ccc(N(C(=O)CNC(=O)c2cccs2)C(C(=O)NC(C)(C)C)c2ccccc2)cc1 (stereo unspecified),-7,3,-1,3,-10,-1,1,-1
COCCCNC(=O)c1cc(C(=O)Cc2ccccc2)c[nH]1,8,-10,-2,2,-8,-1,-3,-11
COc1cc(OC)cc(C(=O)NC2CCN(Cc3nnnn3Cc3ccc(F)cc3)CC2)c1,-1,5,8,-3,-10,-2,-2,11
Cc1cc(C(=O)CN2C(=O)NC3(CCCCC3C)C2=O)c(C)n1Cc1cccs1 (stereo unspecified),-10,-50,-2,-4,19,-6,3,7
COc1ccc(N2CC(C)(C)C2=O)cc1,-11,-5,1,2,-13,0,-2,-9
CC(N)C12CC3CC(C1)CC(C(C)N)(C3)C2 (stereo unspecified),1,-10,5,7,12,0,1,0
O=C(CN1CCN(c2ccc(O)cc2)CC1)Nc1cc([N+](=O)[O-])ccc1Cl,8,6,-20,-1,-37,-5,1,-2
O=C(NCCC(=O)N1CCN(c2ccccc2F)CC1)c1ccco1,-11,-14,-8,-2,-9,-8,1,-7
CN(CC(=O)Nc1ccccc1Cl)C(=O)COC(=O)c1ccc(=O)n(Cc2ccccc2)n1,-15,-1,10,4,17,-3,0,3
COc1ccccc1-c1ccc(SCC(=O)NCc2ccc3c(c2)OCO3)nn1,-12,-3,3,7,8,-9,0,6
CCOC(=O)Cc1c(C)c2c(C)[nH]nc2oc1=O,5,32,-4,3,-21,-2,-4,6
Cc1cc2cc(CNC(=S)NCc3ccccc3)ccc2n1C,2,20,14,3,25,36,-2,9
CCOC(=O)c1c(C)[nH]c(C(C)=O)c1C,10,4,-1,-7,16,-4,-5,-6
Cc1ccc(C(=O)N[C@H](C(=O)OCc2nnc(-c3ccccc3)o2)C(C)C)cc1,13,21,1,1,-15,-10,-5,17
CC(/C=C/C=C/c1ccccc1)=N/NC(=O)c1ccc2c(c1)OCCO2,0,-9,2,-6,8,13,-3,-3
Cc1cc(N2CCCC2)ccc1/C=N/n1cnnc1,-2,0,-8,1,10,-17,-1,11
Cc1ccc(S(=O)(=O)c2nc(S(C)(=O)=O)sc2N2CCC(C)CC2)cc1,4,4,-25,9,-1,-5,-3,20
CCCN(Cc1cc2cc(C)ccc2[nH]c1=O)S(C)(=O)=O,1,4,-5,3,-1,-6,-2,-9
Cc1ccc(-n2nc3ccc(N)cc3n2)cc1C,-23,-46,-12,-1,13,6,-4,-5
O=C(CCc1c[nH]c2ccccc12)N1CCN(c2ccc(F)cc2)CC1,-8,-5,2,8,9,2,-1,-11
COc1ccc(CNc2nc3ccccc3n2CCN2CCCCC2)c(OC)c1,7,-5,8,9,6,3,-7,10
CCCCCCCCCC(=O)N1CCN(c2cc3c(cc2F)c(=O)c(C(=O)O)cn3CC)CC1,13,9,13,7,4,-10,-1,24
C=C(C)C(=O)Nc1cccc(C2=NOC3(C2)C[C@@H](C(N)=O)N(C(=O)c2cc([N+](=O)[O-])cc([N+](=O)[O-])c2C)C3)c1 (stereo partly specified),-35,4,-27,-23,-150,-20,16,-15
O=S(=O)(c1ccc(F)cc1)N1CCC(N2CCCCCC2)CC1,7,8,13,-12,-17,4,-1,2
O=C(c1ccco1)N1CCCC(c2nc3c(nnn3Cc3c(Cl)cccc3Cl)c(=O)[nH]2)C1 (stereo unspecified),5,46,3,1,15,12,0,18
CCCC(c1c(C)n(C)n(-c2ccccc2)c1=O)c1c(C)n(C)n(-c2ccccc2)c1=O,-2,0,3,3,21,9,-18,1
Cc1noc(C)c1COC(=O)/C=C/c1ccc(Cl)cc1,-1,4,-8,16,-5,-2,-1,-14
Cc1ccc(Sc2ncnc(N)c2[N+](=O)[O-])cc1,-5,-15,12,-28,-8,6,-1,-5
CCCNC(=O)c1ccc(CNc2c(N3CCC(C(=O)OCC)CC3)c(=O)c2=O)cc1,4,-1,-5,-9,-2,-3,0,-5
O=C1OCCC1Sc1nnc(-c2ccc3c(c2)OCO3)o1 (stereo unspecified),-3,22,-7,10,12,1,-1,3
CN1CCN(c2ccc(-c3ccnn3C(=O)Nc3cccc(C(F)(F)F)c3)cc2)CC1,11,-20,0,0,5,6,0,-8
CCN(C(=O)COc1ccc(F)cc1Br)c1c(N)n(Cc2ccccc2)c(=O)[nH]c1=O,3,3,2,-7,11,-4,-2,6
Cc1ccc(CNC(=O)C2CC3Cn4c(nc5cc(Cl)c(Cl)cc54)C3N2C)o1 (stereo unspecified),-4,3,-1,-3,3,-1,2,10
CNc1oc(-c2ccc(Cl)cc2)nc1C#N,15,-51,-6,-4,7,4,-2,3
COc1cc(C2Nc3ccccc3C(=O)N2NS(C)(=O)=O)c([N+](=O)[O-])cc1OC (stereo unspecified),-34,1,-5,0,3,-5,3,3
COc1cc(/C=C2\SC(=O)N(c3ccc(Cl)cc3)C2=O)cc([N+](=O)[O-])c1O,·,2,46*,35,·,6,·,77*

# New compounds follow
Molecule,UBC13 polyUb,Gli-Sufu block,CXCR6 inh,EBI2 block,APJ antagonist,ATG4B inhibitor,APJ ag,CCR6 antag
CC(NC(=O)CN(C)Cc1cccc(F)c1)c1ccccc1 (stereo unspecified),-5,3,12,-11,20,3,-2,12
O=C(NCc1cccs1)Nc1cccc(Cl)c1,13,-39,1,-2,-4,19,0,11
O=C(NC1=NCCS1)NC12CC3CC(CC(C3)C1)C2,7,-3,-5,-2,4,4,-3,7
COc1ccc(N=C2SC(CC(=O)Nc3cccc(Cl)c3)C(=O)N2Cc2ccco2)cc1 (stereo unspecified),0,6,-9,30,-6,24,-2,12
O=C(CSC(=S)N1CCOCC1)Nc1ccc(S(=O)(=O)Nc2ncccn2)cc1,-10,-2,2,6,-36,-2,1,-1
COc1ccc(-c2csc(NC(=S)NC(=O)/C=C/c3ccc(C(C)C)cc3)n2)cc1OC,-3,10,22,-3,41*,-7,-12,17

# Hits appear at their usual frequency; overall some 3% were active at least once.
